Bioassay records from PubChem.
FBA Mtb inh – Mtb FBA enzyme inhibitors, primary screen, biochemical, fluorescence, strain H37Rv. purified M. tuberculosis FBA, fluorescence read-out. inhibition, % at 1 µM. 360,000 tested, 2.3% active. AID 588726, 2011; in the data active = inhibition above about 27%;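 also: 0% = vehicle and 100% = reference inhibitor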
Target sequence (P9WQA3 whole entry, looked up): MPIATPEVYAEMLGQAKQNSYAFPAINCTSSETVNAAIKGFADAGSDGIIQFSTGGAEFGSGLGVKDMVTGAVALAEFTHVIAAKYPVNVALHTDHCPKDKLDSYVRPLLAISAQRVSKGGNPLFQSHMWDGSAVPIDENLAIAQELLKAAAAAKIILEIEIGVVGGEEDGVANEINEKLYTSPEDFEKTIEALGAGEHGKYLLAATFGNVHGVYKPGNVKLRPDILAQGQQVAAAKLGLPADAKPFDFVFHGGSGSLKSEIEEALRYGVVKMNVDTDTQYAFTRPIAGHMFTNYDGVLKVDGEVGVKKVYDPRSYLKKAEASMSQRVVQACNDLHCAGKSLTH
FadD28 binding – inhibitors of FadD28 bisubstrate probe binding, primary screen, biochemical, fluorescence polarization, single point | Mycobacterium tuberculosis FadD28 fatty-acid-AMP ligase | 360,000 tested, 0.22% active | inhibition, % at 12.5 µM; in the data active = inhibition above about 8.5%, passing the limit was not always enough; inconclusive = no clear call, values can overlap the other calls
GDH-TPI counter – GDH-TPI coupling enzyme inhibitors, primary screen, artefact control for M. tuberculosis FBA inhibitor project, biochemical, absorbance, full deck; GDH-TPI coupled enzyme counterscreen, NADH absorbance; inhibition, % at 4.8 µM; 360,000 tested, 1.2% active; in the data active = inhibition above about 30%;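 also: 0% = DMSO wells and 100% = wells lacking the enzyme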
UGM FP inh – M. tuberculosis UGM enzyme inhibitors, primary screen, biochemical, fluorescence polarization, single point | UDP-galactopyranose mutase (Mycobacterium tuberculosis (strain ATCC 25618 / H37Rv)), … | purified UGM, fluorescence polarization probe displacement | inhibition, % at 10 µM | 320,000 tested, 0.06% active | AID 504406, 2011; in the data active = inhibition above about 10%, passing the limit was not always enough; inconclusive = no clear call, values can overlap the other calls
Target sequence (P9WIQ1 whole entry, looked up): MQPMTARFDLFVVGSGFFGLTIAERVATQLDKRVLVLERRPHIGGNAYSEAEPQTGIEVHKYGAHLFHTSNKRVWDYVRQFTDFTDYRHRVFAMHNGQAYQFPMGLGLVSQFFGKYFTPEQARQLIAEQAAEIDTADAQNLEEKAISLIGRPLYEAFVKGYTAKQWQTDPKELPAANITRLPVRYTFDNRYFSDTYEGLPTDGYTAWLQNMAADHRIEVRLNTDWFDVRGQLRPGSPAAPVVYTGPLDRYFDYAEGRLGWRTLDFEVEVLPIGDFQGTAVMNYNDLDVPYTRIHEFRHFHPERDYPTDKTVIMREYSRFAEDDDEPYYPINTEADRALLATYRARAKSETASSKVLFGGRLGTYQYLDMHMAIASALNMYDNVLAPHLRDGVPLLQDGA
BioA inh – M. tuberculosis BioA enzyme inhibitors, primary screen, biochemical, plate reader, single point, HTS; 360,000 tested, 0.096% active; inhibition, % at 9.99 µM; 7,8-diaminopelargonic acid synthase BioA (Mycobacterium tuberculosis); purified M. tuberculosis BioA enzyme; AID 602481, 2012; in the data active = inhibition above about 40%; inconclusive = no clear call, values can overlap the other calls
BoNT A protease – BoNT/A light chain protease inhibitors, primary screen, biochemical, flow cytometry, MLPCN library | Botulinum neurotoxin type A light chain protease (Clostridium botulinum A str. ATCC 3502) | multiplex microsphere protease substrate cleavage | inhibition, % at 10 µM | 360,000 tested, 0.17% active; also: plate controls were buffer without enzyme for full effect and enzyme alone for no effect
Anthrax LF inh2 – Bacillus anthracis LF protease inhibitors, primary screen, biochemical, multiplex microsphere, MLPCN library; multiplex microsphere protease cleavage assay; inhibition, % at 10 µM; 360,000 tested, 0.12% active; also: plate controls were buffer without enzyme for full effect and enzyme alone for no effect
PfHsp40 rescue – rescue of yeast from PfHsp40 toxicity, primary screen, S. cerevisiae, ATP luminescence; AID 504582, 2011; S. cerevisiae expressing PfHsp40, growth rescue; growth rescue, % at 12.5 µM; 340,000 tested, 0.68% active; in the data active = growth rescue above about 28%, passing the limit was not always enough; inconclusive = no clear call, values can overlap the other calls;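 also: yeast W303a lacking pdr1 and pdr3 grown in galactose medium; growth measured after three days at 30 °C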
BoNT-F LC inh – BoNT/F light chain protease inhibitors, primary screen, biochemical, flow cytometry, MLPCN library; Multiplex microsphere protease cleavage assay; inhibition, % at 10 µM; 360,000 tested, 0.22% active; AID 588497, 2011; in the data active = inhibition above about 35%, passing the limit was not always enough; inconclusive = no clear call, values can overlap the other calls; also: plate controls were buffer without enzyme for full effect and enzyme alone for no effect
* = called active by the depositor; ? = inconclusive; . = no result given; & = joins results of further samples. Rule as the data show it, unless noted: active = inhibition above about 30%; inconclusive = no clear call, values can overlap the other calls; inactive = below that.

SMILES	FBA Mtb inh	FadD28 binding	GDH-TPI counter	UGM FP inh	BioA inh	BoNT A protease	Anthrax LF inh2	PfHsp40 rescue	BoNT-F LC inh
CS(=O)(=O)N(CC(=O)N1CCN(Cc2ccccc2)CC1)c1cccc(Cl)c1	0	-2.4	9	0.4	1.8	-1.1	-2	0.5	8
Cc1ccc(C2(O)CN(c3ccccc3)C3=[N+]2CCS3)cc1 (configuration not stated)	1	-1.7	3	-1.5	0.9	0.2	0	1.4	-3
Cc1ccc(-c2cc(-c3ccco3)c(C#N)c(=O)[nH]2)cc1	124*	-0.1	26	0.2	.	3.2	-10	-0.1	?
O=C(Cc1cccs1)Nc1cccc(-c2ccc3nncn3n2)c1	1	-1.3	2	2.9	.	-0.1	2	-0.8	-17
CN(C)c1ccc(S(=O)(=O)NCC(=O)N2CCN(c3ccccc3)CC2)cc1[N+](=O)[O-]	2	-0.5	10	1.1	0.3	4.5	-4	-1.3	6
COc1ccc(Cn2nnnc2C(c2ccccc2Cl)N2CCN(C3CCCC3)CC2)cc1 (configuration not stated)	5	-2.9	7	.	.	-0.3	-1	0.7	-3
CSc1nc(=O)n(-c2ccccc2)c(C)c1C(C)=O	1	-1.8	-1	-3.4	1.5	1.4	2	-0.9	3
Cc1ccc(S(=O)(=O)Nc2ccc3cc([N+](=O)[O-])ccc3c2[N+](=O)[O-])cc1	-6	4.8	4	.	3.7	-0.2	2	352*	1
COc1ccc(-c2csc(NC(=O)CSc3nc(C)nc4sc(C(=O)O)c(C)c34)n2)cc1	-7	-4.1	-4	0.1	9.2	-0.6	4	0.6	-4
O=C(Cc1c[nH]c2ccccc12)N1CCN(S(=O)(=O)c2ccc(Cl)cc2)CC1	0	-0.4	-9	.	0.0	-0.5	-3	1.0	-9
Cc1nc2scc(C)n2c(=O)c1S(=O)(=O)N1CCN(c2ccc(F)cc2)CC1	0	-0.5	13	-1.8	-1.0	0.3	-1	-0.8	2
CCCS(=O)(=O)NC(=O)C1(C)CCN(C(=O)Cc2ccc(OC)c(OC)c2)C1 (configuration not stated)	0	1.8	2	.	-1.3	0.0	-5	.	-2
CCCNS(=O)(=O)c1ccc(CCC(=O)Nc2ccc3c(c2)OCO3)cc1	0	-2.6	-3	-2.8	3.7	1.0	0	0.9	-2
CC(C)NC(=O)C(C)Oc1ccc(S(=O)(=O)NCc2ccc3c(c2)OCO3)cc1 (configuration not stated)	0	-2.8	0	0.3	-1.6	-0.6	0	0.0	1
CCc1ccc(NC2=NC(C(=O)NC3CCCCC3)CC(=O)N2)cc1 (configuration not stated)	0	-0.9	9	1.1	0.8	?	-8	0.8	6
COc1ccc(S(=O)(=O)N(CC(=O)Nc2ccc(S(=O)(=O)N3CCOCC3)cc2)c2ccccc2)cc1	-3	4.0	13	-1.1	-0.8	-0.4	-1	2.2	-1
CCCN(C(=O)CSc1nnc(N)s1)c1c(N)n(Cc2ccccc2)c(=O)[nH]c1=O	48*	-1.3	3	.	0.3	-0.1	0	-0.5	6
Cn1c(=O)c(C(=O)Nc2ncccc2O)c(O)c2ccccc21	3	0.0	22	-0.2	-0.9	-2.2	-18	3.1	-11
C[C@@H]1CN([C@H](C)CO)C(=O)CCCn2nncc2CO[C@H]1CN(C)S(=O)(=O)c1cn(C)cn1	-2	-2.0	4	.	-0.7&-2.7	-0.1	-1	.	-6
CN(Cc1ccc(F)cc1)C(=O)c1ccc(NS(=O)(=O)c2ccc3[nH]c(=O)[nH]c3c2)cc1	-2	-1.6	5	1.5	.	1.9	1	0.4	-4
O=C(O)c1ccc(-n2ncc3c2/C(=C\c2cccc([N+](=O)[O-])c2)CC3)cc1	2	-1.5	13	.	1.0	-0.3	2	-0.1	-7
Cc1cc(C)cc(NC(=O)CSc2ccc(-c3cccs3)nn2)c1	-1	-1.8	14	3.3	1.2	-0.2	-2	11	-3
CC(=O)C(C(c1ccccc1)c1c[nH]c2ccccc12)[N+](=O)[O-] (configuration not stated)	-1	-1.2	1	-1.6	-1.3	0.0	-4	2.4	-4
Fc1cccc(NC(=S)NCCN2CCOCC2)c1	-1	-1.8	10	-4.3	2.9	0.2	1	-0.3	-1
CCC1CCCCN1Cc1nc2ccccc2c(=O)n1CC(C)=O (configuration not stated)	-2	-1.9	19	-2.6	-0.2	-2.2	-1	0.9	-7
SMILES	FBA Mtb inh	FadD28 binding	GDH-TPI counter	UGM FP inh	BioA inh	BoNT A protease	Anthrax LF inh2	PfHsp40 rescue	BoNT-F LC inh
COCCN(C(=O)CCCC(=O)Nc1ccccn1)C(C(=O)NC1CCCC1)c1ccc(C)cc1 (configuration not stated)	3	-1.1	-9	4.3	-0.9	-0.9	-4	0.9	-4
O=C(NCCCN=C1NS(=O)(=O)c2ccccc21)c1ccc(Cl)cc1	2	0.5	-1	-0.4	5.8	-1.5	-1	-0.7	-13
CCN(CC)C(=O)c1ccc(NC(=O)c2cccc(S(=O)(=O)N3CCN(C)CC3)c2)cc1	2	-1.8	12	-1.9	-1.0	0.3	0	0.1	8
COc1cc2c(=O)n(CCC(=O)NCC3CCCO3)c(=O)n(CC(=O)c3ccc(Cl)cc3)c2cc1OC (configuration not stated)	-1	-0.5	6	0.6	.	-0.7	-12	0.0	-5
COc1cccc(C(C)(O)c2nc(-c3cccc(NC(C)=O)c3)cs2)c1 (configuration not stated)	-2	-2.6	-6	.	3.1	0.1	2	.	-6
O=C(COc1ccc(Br)cc1Br)NC1CCCC1	5	-1.1	-1	4.5	.	0.1	-5	0.9	-4
CC(C)(C)n1ncc2c(=O)n(CC(=O)N3CCCC3)cnc21	4	-2.4	2	4.4	.	0.4	0	-1.6	0
Nc1[nH]nc2nc(N3CCCC3)nc(-c3ccccc3)c12	2	1.1	8	1.4	-1.2	-0.6	-2	-1.1	-7
CSCCC(C(=O)Nc1c(C)cccc1C)N1CCC(Cc2ccccc2)CC1 (configuration not stated)	2	-3.0	.	.	-0.2	-0.9	-8	.	8
CCOc1ccc(OCC)c(NC(=O)CN2CCN(c3ccc(C)cc3C)CC2)c1	8	1.1	7	-1.8	-4.0	-0.2	-4	0.3	25
COc1ccc(NC(=O)c2ccco2)cc1NC(=O)c1c(OC)cccc1OC	-6	-0.5	-4	-2.1	-0.4	-2.1	-1	1.0	-4
Cc1nn(C)cc1C=NCCOCc1ccccc1	3	1.2	3	-1.2	.	1.8	7	1.0	21
O=C(NCc1ccccc1Br)c1ccco1	0	-4.1	-11	0.2	.	-0.6	-2	1.8	0
CN(C(=O)c1cc2ccccc2oc1=O)C1(C)CCS(=O)(=O)C1 (configuration not stated)	0	-0.7	-3	-0.6	.	-0.4	-5	-1.3	-1
CCN(CCCNC(=O)C1CCC(=O)N1C(C)C)c1cccc(C)c1 (configuration not stated)	-3	-2.0	0	0.7	-0.1	0.6	-2	1.6	-4
Cc1cc(C)n(CC(O)COc2ccc3ccccc3c2)n1 (configuration not stated)	0	-0.4	-2	.	.	0.0	3	0.6	2
O=C(Nc1ccc(C(F)(F)F)cc1)c1cc(S(=O)(=O)NCC2COc3ccccc3O2)ccc1F (configuration not stated)	0	-1.6	9	-1.1	1.1	-0.4	4	3.6	-15
COc1ccc(S(=O)(=O)NCc2cccnc2)cc1NC(=O)c1ccccc1C	-2	0.5	11	.	-1.4	-1.0	-14	1.4	-7
O=[N+]([O-])c1ccccc1N/N=C/c1cccc(O)c1O	-10	-0.5	28	-1.3	.	-0.9	-4	-1.3	-12
O=C(NCc1ccccc1)C1CCN(C(=O)NCc2ccccc2)CC1	0	1.2	11	0.1	-1.3	3.0	0	0.4	4
CC1CCN(C(=O)c2ccc(NS(=O)(=O)c3ccc4[nH]c(=O)[nH]c4c3)cc2)CC1	2	-1.7	3	1.6	.	4.9	2	-1.3	8
CC(=O)Nc1cccc(NC(=O)c2ccc(S(=O)(=O)NCc3ccco3)cc2)c1	-5	-4.3	5	.	3.3	-0.2	-7	.	0
CCCn1cnc2c(=S)nc(N)[nH]c21	6	-2.6	14	5.7	.	1.1	-3	-0.4	-2
COc1cc(OC)c(NC2=NCCCCC2)cc1Cl	1	-1.6	3	-2.4	4.3	4.5	0	1.8	-8
CCOC(=O)[C@H]1[C@H]2COc3ccc(OC)cc3[C@@H]2N2C(=O)CN(Cc3ccc(C)cc3)C(=O)[C@@]12C	0	-4.9	7	-0.4	-1.2	-0.2	0	-0.6	2

Random excerpt: 7 compounds from above.
SMILES	FBA Mtb inh	FadD28 binding	GDH-TPI counter	UGM FP inh	BioA inh	BoNT A protease	Anthrax LF inh2	PfHsp40 rescue	BoNT-F LC inh
CCOc1ccc(OCC)c(NC(=O)CN2CCN(c3ccc(C)cc3C)CC2)c1	8	1.1	7	-1.8	-4.0	-0.2	-4	0.3	25
CC1CCN(C(=O)c2ccc(NS(=O)(=O)c3ccc4[nH]c(=O)[nH]c4c3)cc2)CC1	2	-1.7	3	1.6	.	4.9	2	-1.3	8
CCN(CCCNC(=O)C1CCC(=O)N1C(C)C)c1cccc(C)c1 (configuration not stated)	-3	-2.0	0	0.7	-0.1	0.6	-2	1.6	-4
CSCCC(C(=O)Nc1c(C)cccc1C)N1CCC(Cc2ccccc2)CC1 (configuration not stated)	2	-3.0	.	.	-0.2	-0.9	-8	.	8
COc1ccc(NC(=O)c2ccco2)cc1NC(=O)c1c(OC)cccc1OC	-6	-0.5	-4	-2.1	-0.4	-2.1	-1	1.0	-4
CCOC(=O)[C@H]1[C@H]2COc3ccc(OC)cc3[C@@H]2N2C(=O)CN(Cc3ccc(C)cc3)C(=O)[C@@]12C	0	-4.9	7	-0.4	-1.2	-0.2	0	-0.6	2
CN(C(=O)c1cc2ccccc2oc1=O)C1(C)CCS(=O)(=O)C1 (configuration not stated)	0	-0.7	-3	-0.6	.	-0.4	-5	-1.3	-1

Following part
SMILES	FBA Mtb inh	FadD28 binding	GDH-TPI counter	UGM FP inh	BioA inh	BoNT A protease	Anthrax LF inh2	PfHsp40 rescue	BoNT-F LC inh
Cc1cccc([C@@H]2[C@@H]3C(=O)N(Cc4ccccc4)C(=O)[C@@H]3[C@]3(Cc4ccc(Cl)cc4)C(=O)N(c4cccc(Cl)c4)C(=O)N23)c1	-1	-2.6	-6	-1.9	-1.9	0.1	-2	-1.4	-2
Cc1cccc(Nc2nc(C)cc(C)n2)c1	0	-1.4	14	-1.3	1.5	-9.0	-2	-1.0	-25
CCCOc1ccc(-c2c(C(=O)N/N=C/c3ccccc3)nnn2-c2nonc2N)cc1	0	0.0	12	0.1	.	-0.1	2	0.1	6
CC(=O)c1ccc(NC(=O)C2CCC(C)(C(=O)O)C2(C)C)cc1 (configuration not stated)	0	-2.6	-1	-0.4	-1.2	1.3	1	0.0	4
O=C1C2C(C(=O)N1CCN1CCN(Cc3ccc([N+](=O)[O-])cc3)CC1)[C@H]1C=C[C@@H]2C1 (some centres not stated)	7	-0.7	2	-5.7	.	?	-14	-0.1	?
Cc1nc(-c2ccccc2)cc(N2CCCC2)n1	-2	-2.5	8	-2.1	1.8	?	-1	-2.1	2
CCCN(CC1CC1)C(=S)NC(=O)C1CC1	1	0.2	-3	3.6	0.7	-0.2	-5	-1.2	-2
c1ccc2[nH]c(SCCN3CCOCC3)nc2c1	-2	-3.4	-3	-0.7	-1.2	-0.2	1	11	-8
CC1Cc2ccccc2N1C(=O)COC(=O)/C=C/c1ccc(F)cc1 (configuration not stated)	-2	-3.6	7	0.9	-0.8	0.2	4	1.7	-1
CN1CCN(c2nnc(-c3ccc(Cl)cc3)c3ccccc23)CC1	-2	-4.6	-1	0.8	21	-1.2	2	0.1	24
CC(C)(C)NC(=O)C(c1ccc(-c2ccccc2)cc1)N(C[C@H]1CC[C@@H]([C@@H]2CC[C@H](CO)O2)O1)C(=O)c1cccc(Cl)c1 (some centres not stated)	-2	-4.9	7	.	0.3	-0.5	4	0.6	-10

Not a hit list; about 4.7% have a hit in one of these screens.
